Screening data deposited in PubChem by several laboratories.
LAP4-GFP MLPCN = modulators of TOR pathway LAP4-GFP in S. cerevisiae; S. cerevisiae LAP4-GFP multiplex, flow cytometry GFP, 3 h; median GFP as percent of DMSO wells; GFP response vs DMSO, % at 10 µM; hit rate 0.34% among 320,000; AID 2023;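 active = GFP response vs DMSO above a set limit, about the screen mean plus 3 SD, cut at about 150% in these data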
Efflux pump inh = blocks antifungal efflux pumps in multiplex yeast assay; S. cerevisiae Candida pump triplex, Nile Red efflux; inhibition, % at 10 µM; hit rate 0.44% among 330,000;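 active = plate passing quality check with inhibition over a set limit, or well fluorescence over plate mean plus 4 SD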;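 also: Nile Red retained in pooled yeast measured as flow cytometry median fluorescence; 0% = buffer negative control and 100% = Enniatin B positive control; higher means more Nile Red kept so more efflux inhibition; some compounds called inactive have numbers as strong as hits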
CR mimetic SO = lowers age-related superoxide in aged yeast cells; S. cerevisiae aged cells, superoxide DHE fluorescence; hits give low values; superoxide response (% of plate mean), % at 10 µM; hit rate 0.18% among 330,000; AID 2690;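 active = superoxide response under a set limit, about three screen SD below normal, cut at about 65% in these data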;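 also: yeast aged for seven days with compound at 30 °C before DHE staining; 100% = average MFI of all compound-treated wells on the plate with controls excluded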
RPL19A TOR yeast = yeast TOR pathway RPL19A-GFP modulation | AID 2025 | S. cerevisiae RPL19A-GFP strain, flow cytometry, 3 h; hits give low values | hit rate 0.3% among 330,000 | percent response vs DMSO, % at 10 µM;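 active = percent response vs DMSO below 50%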;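 also: median channel GFP fluorescence of the barcoded RPL19A-GFP strain; ratio of sample median GFP to plate DMSO average so 100% = DMSO; lower means less RPL19A-GFP as with rapamycin TOR inhibition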
AGP1-GFP MLPCN = yeast TOR pathway AGP1-GFP modulation | S. cerevisiae AGP1-GFP multiplex flow cytometry, 3 h; GFP as percent of DMSO wells | GFP response vs DMSO, % at 10 µM | hit rate 0.02% among 320,000;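 active = GFP response relative to DMSO above a set limit, near screen average plus 3 SD, cut at about 150% in these data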;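 also: median GFP channel fluorescence of the gated AGP1 strain per well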
CIT2 TOR yeast = modulators of TOR pathway CIT2-GFP in S. cerevisiae. S. cerevisiae CIT2-GFP strain, flow cytometry, 3 h; 100 means same as DMSO wells. GFP response vs DMSO, % at 10 µM. hit rate 0.065% among 320,000. AID 2029;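 active = GFP response relative to DMSO above a set limit, near the screen mean plus 3 SD, cut at about 150% in these data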;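 also: ratio of well median GFP fluorescence to mean of DMSO wells on the plate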
MEP2-GFP yeast = yeast TOR pathway MEP2-GFP modulation; S. cerevisiae MEP2-GFP strain, flow cytometry GFP, 3 h; 100% = DMSO control level; GFP response vs DMSO, % at 10 µM; hit rate 0.51% among 330,000; AID 2016;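 active = GFP response versus DMSO above a set limit, roughly screen mean plus 3 SD, cut at about 180% in these data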;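 also: median GFP fluorescence of the barcode-gated MEP2-GFP cells per well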
AHR act = activators of human aryl hydrocarbon receptor. P35869. AHR-responsive luciferase reporter cells, luminescence. activation, % at 5 µM. hit rate 2.5% among 320,000; in the data active = activation above about 47%;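 also: 0% = vehicle wells and 100% = reference agonist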
Target sequence (P35869 whole entry, looked up): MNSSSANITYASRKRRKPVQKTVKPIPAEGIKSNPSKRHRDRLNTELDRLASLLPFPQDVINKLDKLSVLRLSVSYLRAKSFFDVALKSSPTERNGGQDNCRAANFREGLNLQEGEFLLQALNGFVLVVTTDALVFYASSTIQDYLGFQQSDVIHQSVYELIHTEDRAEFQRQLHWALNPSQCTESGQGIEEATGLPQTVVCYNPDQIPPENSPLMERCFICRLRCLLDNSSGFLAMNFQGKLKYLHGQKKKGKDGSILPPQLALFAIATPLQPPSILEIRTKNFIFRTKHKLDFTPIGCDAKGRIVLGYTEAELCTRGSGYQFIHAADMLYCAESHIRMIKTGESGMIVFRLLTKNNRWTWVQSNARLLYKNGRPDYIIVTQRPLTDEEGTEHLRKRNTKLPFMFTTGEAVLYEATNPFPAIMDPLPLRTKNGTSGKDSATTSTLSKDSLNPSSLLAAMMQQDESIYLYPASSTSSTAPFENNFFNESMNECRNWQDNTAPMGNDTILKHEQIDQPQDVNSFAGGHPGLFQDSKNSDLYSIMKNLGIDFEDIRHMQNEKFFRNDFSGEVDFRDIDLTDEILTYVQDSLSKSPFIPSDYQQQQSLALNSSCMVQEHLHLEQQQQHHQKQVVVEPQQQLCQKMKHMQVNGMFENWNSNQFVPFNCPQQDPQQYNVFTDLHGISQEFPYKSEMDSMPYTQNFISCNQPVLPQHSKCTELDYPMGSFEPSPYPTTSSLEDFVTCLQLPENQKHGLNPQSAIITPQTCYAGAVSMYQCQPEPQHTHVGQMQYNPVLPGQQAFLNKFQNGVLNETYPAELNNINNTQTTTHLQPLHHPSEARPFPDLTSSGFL
Active calls of the source: *; · = no result given; & = joins results of further samples.

SMILES	LAP4-GFP MLPCN	Efflux pump inh	CR mimetic SO	RPL19A TOR yeast	AGP1-GFP MLPCN	CIT2 TOR yeast	MEP2-GFP yeast	AHR act
Cc1ccc(C(=O)Nc2cc(C(F)(F)F)ccc2N2CCCCC2)cc1[N+](=O)[O-]	104	0.0	105	95	101	94	97	-2
COc1ccc(C(=O)CC(SCC(NC(C)=O)C(=O)O)c2ccc(Cl)cc2)cc1OC (configuration not stated)	92	0.0	96	99	96	98	99	0
O=C1NCCCCC1NS(=O)(=O)c1cccc2ccccc12 (configuration not stated)	98	0.0	107	103	97	103	112	1
COC(=O)NNC(=O)COc1ccc(Br)c(C)c1	102	-0.1	113	100	107	102	102	1
COc1ccc(/C=C(\C#N)C(=O)OCC(=O)Nc2c(C)cccc2C(C)C)cc1	100	-0.1	113	98	123	88	97	0
COc1ccc(C(=O)NCCCSc2ccccc2)cc1F	82	-0.1	105	94	87	79	91	-3
Cc1ccc(C(=O)NCc2ccccn2)o1	96	0.1	105	106	102	107	106	-1
COCCn1c(C)cc(C(=O)COC(=O)c2c(C)nn(Cc3ccccc3)c2C)c1C	·	0.0	101	91	87	85	87	-2
CN(C)S(=O)(=O)c1ccc(NS(=O)(=O)/C=C/c2ccccc2)cc1	95	-0.1	94	103	104	110	99	-2
COc1ccc(CC2(CO)CCN(S(=O)(=O)N(C)C)CC2)cc1	102	0.0	96	108	103	107	105	-1
O=C(c1ccc(=O)[nH]c1)N1CCN(S(=O)(=O)c2cc(C(F)(F)F)ccc2Cl)CC1	100	-0.2	119	106	101	110	105	0
Cc1nc2ccccc2c(N)c1C(=O)/C=C/c1ccccc1	96	0.2	85	103	102	102	101	10
CN(C)Cc1ccccc1CCc1ccccc1	107	-0.2	97	98	110	101	104	-2
Nc1nc(SCc2c(Cl)cccc2Cl)n[nH]1	95	0.5	95	99	98	98	100	0
CCOc1cccc(CNCc2cccnc2)c1OCc1ccccc1	102	0.0	100	107	109	112	106	5
CCOC(=O)c1[nH]c(C)c(/C(O)=C2\C(=O)C(=O)N(CCN3CCOCC3)C2c2ccco2)c1C (configuration not stated)	112	0.0	96	99	100	95	100	1
COc1ccc(NC(=O)c2ccco2)cc1NC(=O)c1ccc(Br)o1	103	-0.1	84	102	98	101	99	58*
O=C(Cc1n[nH]c(=O)c2ccccc12)OCC(=O)c1ccc(OC(F)F)cc1OC(F)F	105	0.0	102	98	103	91	96	4
Cc1ccc(S(=O)(=O)N(C)CCCC(=O)Nc2ccc(F)cc2)cc1	93	-0.2	102	100	109	105	95	0
CCc1ccc(CN(C)C(=O)CCc2nnc(Cc3cccc(C)c3)o2)nc1	82	0.8	107	96	84	80	95	5
CN(C(=O)COc1ncnc2sccc12)c1ccccc1	96	0.0	108	109	109	101	102	1
O=C(Nc1cccc(Cl)c1)NC1CC2CCC(C1)N2Cc1ccco1 (configuration not stated)	103	0.1	92	92	87	86	88	4
COc1ccc(C(=O)CSc2nnc(COc3ccc(C#N)cc3)n2-c2ccccc2)cc1	108	0.0	82	98	106	99	116	0
OC(c1ccc(OCc2ccccc2)cc1)c1nnc(-c2ccccc2)o1 (configuration not stated)	97	-0.1	95	93	96	97	92	2
FC(F)(F)COc1ccc(-c2nnc(SCc3c(Cl)cccc3Cl)o2)cn1	109	0.0	102	108	112	100	96	2
C=CCSc1nc2ccccc2c(=O)[nH]1	90	-0.1	98	103	101	120	109	27
O=C1CC(NS(=O)(=O)c2cccnc2)CN1c1cccc(F)c1 (configuration not stated)	112	0.0	101	96	111	86	105	2
O=C(CN(C(=O)CCC(=O)Nc1nccs1)c1cccc(F)c1)NCC1CCCO1 (configuration not stated)	105	-0.1	94	100	·	106	106	3
Cc1onc(-c2ccccc2)c1C(=O)n1nnc2ccccc21	91	0.2	95	90	90	92	99	0
O=C(NCc1ccc(Cl)cc1)C(=O)NCC1OCCCN1S(=O)(=O)c1cccs1 (configuration not stated)	101	-0.1	109	96	106	98	100	2
O=C(CNC(=O)c1sc2ccccc2c1Cl)NCc1cccnc1	86	0.0	93	93	96	96	100	12
Cc1cccc(OCC(=O)NCC(c2cccs2)N2CCOCC2)c1 (configuration not stated)	104	0.0	94	94	101	90	98	8
O=C(Nc1nnc(-c2cccs2)o1)c1cc(-c2ccccc2)nc2ccccc12	152*	-0.1	109	94	85	85	94	9
Cc1ccc(S(=O)(=O)CCC(=O)OC(C)C(=O)NC2CCCCC2C)cc1 (configuration not stated)	104	0.1	109	97	97	92	105	1
CC(C)(C)NC(=O)CN(Cc1ccccc1)S(=O)(=O)c1ccccc1	102	0.0	99	100	94	95	109	1
CC(NC(=O)CN(c1ccccc1F)S(C)(=O)=O)c1ccccc1 (configuration not stated)	90	-0.1	101	102	97	98	101	-1
Fc1cccc(F)c1CSc1nc2ccccc2[nH]1	93	0.0	104	91	89	87	91	6
O=C(CS(=O)(=O)Cc1ccccc1)Nc1nnc(C(F)(F)F)s1	90	0.0	109	103	104	103	106	0
CN(C)c1ccnc2c[cH-]cc12.[Fe].c1ccc(-[c-]2[c-](-c3ccccc3)[c-](-c3ccccc3)[c-](-c3ccccc3)[c-]2-c2ccccc2)cc1 (configuration not stated)	115&134	-0.1&-0.1	79&97	105&104	81&87	85&95	91&100	-1&4
O=C1c2ccccc2C(=O)N1CCc1c[nH]c2ccc(O)cc12	98	0.2	118	96	95	96	99	-6
COc1ccc(NC(=O)CSc2ccc3c(c2)OCCO3)cc1	99	0.0	105	99	100	106	100	-2
O/N=C/c1ccccc1OCc1ccccc1Cl	123	0.0	102	104	90	86	105	12
O=C(c1ccc(-c2ccccc2)c(F)c1)C1CCCN(C(=O)c2cncs2)C1 (configuration not stated)	94	0.1	140	93	97	86	93	23
Cc1cccc(C)c1NC(=O)CN(C)C(=O)C1CCCCC1	99	0.0	94	102	112	102	100	1
CCn1c(N)c(C(=O)N2CCOCC2)sc1=S	103	0.0	108	101	108	106	101	-2
Cc1ccc(S(=O)(=O)N/N=C/c2ccccc2O)cc1	113	-0.3	86	108	104	96	118	1
COc1cc(NC(=O)CNC(c2ccccc2)c2ccccc2)cc(OC)c1OC	95	-0.1	104	96	107	98	93	6
COc1ccc(CCn2nnnc2C(C(C)C)N2CCN(c3ncccn3)CC2)cc1OC (configuration not stated)	107	-0.1	105	98	101	96	95	0
Cn1nnc2cc(C(=O)N3CCCCCC3)ccc21	101	-0.1	92	98	100	95	96	-1
CCOC(=O)N1CCN(Cc2nc(Cc3cccc(F)c3)no2)CC1	125	0.2	84	105	112	102	118	2

More structures:
SMILES	LAP4-GFP MLPCN	Efflux pump inh	CR mimetic SO	RPL19A TOR yeast	AGP1-GFP MLPCN	CIT2 TOR yeast	MEP2-GFP yeast	AHR act
COc1ccc(NC(=O)c2ccccc2NC(=O)COc2ccccc2)cc1	100	0.3	100	93	96	86	97	6
CC(C)(C)NC(=O)NC(=O)CN1CCN(S(=O)(=O)c2ccccc2)CC1	97	0.1	104	91	92	95	98	3
Cc1cc(C)n2nc(C(=O)N/N=C/C=C/c3ccccc3)nc2n1	100	-0.1	101	98	105	105	96	0
O=C(CSc1nnc(C2COc3ccccc3O2)o1)Nc1ccc(F)cc1Cl (configuration not stated)	103	0.3	108	98	96	88	102	2
CCOc1ccc(-c2onc(C(F)(F)F)c2-c2cscn2)c(O)c1	110	0.0	97	101	99	107	103	36
COc1ccc(C(=O)N2CCN=C2SCc2cccnc2)cc1OC	107	0.0	101	94	96	94	115	11
CCOc1cc(CNCc2ccccn2)ccc1OCC(=O)NC1CCCCC1	97	0.1	88	96	98	93	101	3
CCCCn1c(N)c(N(CCC(C)C)C(=O)COC(=O)c2ccc([N+](=O)[O-])s2)c(=O)[nH]c1=O	94	0.5	160	100	98	110	109	2
Cc1ccc(NC(=O)C2CCC(=O)N2)cc1C (configuration not stated)	103	0.1	118	98	96	88	99	10
COc1ccc(Br)cc1CN(C)CC(=O)Nc1ccccc1Cl	96	0.0	86	106	109	113	104	10
O=C(Nc1ccccc1-c1ccccc1)c1ccc(NC(=O)c2ccco2)cc1	100	-0.2	112	100	95	99	99	3
CC(NC(=O)C1CCCCC1)C(c1cccs1)N1CCN(C)CC1 (configuration not stated)	98	0.1	83	97	96	100	96	3
O=C(NCc1ccccc1)Nc1cccn(Cc2ccccc2Cl)c1=O	89	-0.1	80	103	94	77	99	-1
Cc1nc2ccccc2n1CC(=O)NC1CCCCCC1	99	0.2	93	97	103	97	97	-1
O=C(NCc1ccccn1)c1ccc(Br)s1	97	-0.1	93	98	102	109	98	-3
Cc1ccc(NCc2nnc(SCC(=O)c3ccccc3)n2Cc2ccco2)c(C)c1	104	0.0	92	95	105	90	106	24
O=C(CSc1ccccc1)N1CCc2ccccc21	121	0.1	124	97	100	98	100	27
CCN1C(=O)/C(=C\c2ccc(-c3cccc(C(=O)OC)c3)o2)SC1=Nc1ccc(C(=O)O)cc1	89	0.0	80	108	111	119	110	1
COc1cc(-c2nc3oc4ccccc4c(=O)c3c(=O)n2Cc2ccco2)cc(OC)c1OC	106	-0.1	89	102	114	104	101	-1
COc1ccc(C)cc1NS(=O)(=O)c1ccc(NS(=O)(=O)c2ccc(NC(C)=O)cc2)cc1	103	0.1	91	104	105	98	107	-1

Arranged by formula weight (high to low): 5 of the compounds above
SMILES	LAP4-GFP MLPCN	Efflux pump inh	CR mimetic SO	RPL19A TOR yeast	AGP1-GFP MLPCN	CIT2 TOR yeast	MEP2-GFP yeast	AHR act
COc1ccc(C)cc1NS(=O)(=O)c1ccc(NS(=O)(=O)c2ccc(NC(C)=O)cc2)cc1	103	0.1	91	104	105	98	107	-1
Cc1ccc(NCc2nnc(SCC(=O)c3ccccc3)n2Cc2ccco2)c(C)c1	104	0.0	92	95	105	90	106	24
O=C(NCc1ccccc1)Nc1cccn(Cc2ccccc2Cl)c1=O	89	-0.1	80	103	94	77	99	-1
O=C(NCc1ccccn1)c1ccc(Br)s1	97	-0.1	93	98	102	109	98	-3
O=C(CSc1ccccc1)N1CCc2ccccc21	121	0.1	124	97	100	98	100	27

The list goes on:
SMILES	LAP4-GFP MLPCN	Efflux pump inh	CR mimetic SO	RPL19A TOR yeast	AGP1-GFP MLPCN	CIT2 TOR yeast	MEP2-GFP yeast	AHR act
CC1(C)Cc2ccccc2-c2nc(-c3ccccc3)oc(=O)c21	102	0.0	81	101	103	117	98	6
Cc1cc(C)cc(NS(=O)(=O)c2ccc3c(c2)C(C)(C)C(=O)N3C)c1	103	0.1	108	101	105	100	105	3
CC1=NNC(=O)C1CC(=O)N/N=C/c1ccncc1 (configuration not stated)	97	-0.1	95	95	93	92	92	-1
Cc1c(NC(=S)NC(=O)c2cccc([N+](=O)[O-])c2)c(=O)n(-c2ccccc2)n1C	95	0.3	106	100	102	94	92	1
Clc1ccc(C2[C@H]3CN(Cc4cccnc4)[C@H](c4ccccc4)C34CC2(c2cccnc2)C4)cn1 (some centres not stated)	95	-0.1	96	96	101	97	98	2
O=C(Cc1cc(=O)[nH]c(=O)[nH]1)N1CCC(Cc2ccccc2)CC1	98	0.0	96	98	103	84	96	-4
CCc1cccc(C)c1NC(=O)c1ccoc1C	96	0.0	64*	97	103	96	97	4
OC1(c2ccc(F)cc2)CN(c2ccccc2)C2=[N+]1CCS2 (configuration not stated)	105	-0.2	111	99	94	89	96	4
Cc1cc(C)c(S(=O)(=O)c2ccccc2)c(Cl)n1	106	-0.1	107	102	106	101	101	-4
Cc1c(Cl)cccc1NC(=S)NCCc1ccc(Cl)cc1	98	0.0	99	103	104	104	107	-3
Cc1cc(C(=O)Nc2cccc(/C=C/C(=O)O)c2)c(C)o1	103	-0.3	105	100	107	113	103	1
